# Assay outcomes from PubChem.
# PAFAH1B2 FP inh: inhibitors of human PAFAH1B2. P68402. recombinant PAFAH1B2, FP-rhodamine activity probe, fluorescence polarization. inhibition, % at 3.39 µM. hit rate 1.2% among 340,000. AID 492953;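 active = inhibition above the mean of all tested compounds plus 3 SD, cut at about 24% in these data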;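 note: 0% = enzyme with DMSO and 100% = wells lacking PAFAH1B2; many of its hits are not listed in these tables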
# Target sequence (P68402 whole entry, looked up): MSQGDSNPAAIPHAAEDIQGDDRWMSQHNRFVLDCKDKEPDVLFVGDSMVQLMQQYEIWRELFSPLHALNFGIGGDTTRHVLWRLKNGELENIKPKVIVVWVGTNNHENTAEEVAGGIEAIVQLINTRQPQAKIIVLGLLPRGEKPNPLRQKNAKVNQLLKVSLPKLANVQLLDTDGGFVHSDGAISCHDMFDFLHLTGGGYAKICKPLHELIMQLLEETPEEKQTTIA
# pPAFAH FP inh: pPAFAH (human) enzyme inhibition. inhibition, % at 3.39 µM. hit rate 1.5% among 330,000. AID 463082. Q13093. recombinant pPAFAH, FP-rhodamine probe fluorescence polarization;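 active = inhibition above the mean inhibition across the screen plus 3 SD, cut at about 25% in these data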;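 note: inhibitors block binding of the rhodamine activity-based probe so polarization drops; 0% = enzyme with DMSO and 100% = wells lacking pPAFAH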
# * marks the source's active call; other numbers are inactive results. Not all compounds are listed; the hit share may differ from the screen's.
SMILES,PAFAH1B2 FP inh,pPAFAH FP inh
COc1ccc2[nH]c3c(c2c1)CCN1C(=O)C(CC(=O)NC/C=C(\C)CCC=C(C)C)C[C@H](C(=O)N2CCOCC2)[C@@]31CCC1CCCC1 (some centres undefined),2,-4
Cc1ccc(S(=O)(=O)N2C[C@@H]3[C@H]4CC[C@H](C4)[C@@H]3[C@@H](C)[C@@H]2C2CCCCC2=O)cc1 (some centres undefined),3,4
CC[C@]12c3[nH]c4cc(CCC(=O)N(C)C)ccc4c3CCN1C(=O)[C@@H](CC(=O)NCCc1ccccn1)C[C@@H]2C(=O)N1CCN(C(=O)C2CC2)CC1,0,3
O=C1OCCN1C(=O)[C@H]1[C@H](c2ccc(Cl)cc2)C(c2cccc(Cl)c2)=NN1c1ccc(Br)cc1,0,2
O=C(NOCc1ccccc1)c1cccc([N+](=O)[O-])c1,-2,8

# Three of the entries above in order of their number in PAFAH1B2 FP inh, high to low:
SMILES,PAFAH1B2 FP inh,pPAFAH FP inh
COc1ccc2[nH]c3c(c2c1)CCN1C(=O)C(CC(=O)NC/C=C(\C)CCC=C(C)C)C[C@H](C(=O)N2CCOCC2)[C@@]31CCC1CCCC1 (some centres undefined),2,-4
O=C1OCCN1C(=O)[C@H]1[C@H](c2ccc(Cl)cc2)C(c2cccc(Cl)c2)=NN1c1ccc(Br)cc1,0,2
O=C(NOCc1ccccc1)c1cccc([N+](=O)[O-])c1,-2,8
